H69AR inhibit: proliferation blockers of H69AR lung cancer cells, primary screen, cell-based, human, 86K library; H69AR lung tumor viability, ATP luminescence, 72 h; active compounds read low; viability, % at 10 µM; hit rate 6% among 85,000;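 active = viability at or below 40%; inactive = viability above 40%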;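 note: multidrug resistant small cell line overexpressing MRP-1 efflux transporter; 100% = mean luminescence of untreated control wells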
Lung fibro prol: antiproliferative effect on LL 47 fibroblasts – human, LL 47 cells, CellTiter-Glo luminescence, primary screen; LL 47 human lung fibroblast viability, ATP luminescence; active compounds read low; viability, % at 10 µM; hit rate 1.1% among 85,000; AID 719, 2007;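 active = viability at or below 50% in the single dose screen; inactive = viability above 50%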;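 note: compound exposure lasted 72 h before the ATP readout; 100% = median luminescence of untreated cell-only wells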
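Material: human LL 47 lung fibroblast cells; quantity: 1,150 cells/well; medium: IMEM plus 15% FBS; doses: 0.1% DMSO in all compound wells; timing: overnight attachment after seeding, then 72 h compound exposure at 37 °C; detection: CellTiter-Glo luminescence; measure: % viability of median cell-only signal; controls: cell-only wells, no compound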
CYP2C19 activ: human CYP2C19 activators, primary screen, biochemical, luminescence; recombinant CYP2C19, luciferin-H EGE luminescence; active compounds read high; 0 = fully inhibited enzyme, 1 = untreated enzyme; activation factor at 5 µM; 96,000 tested, under 10 active; AID 1025, 2008;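 active = activation factor of at least 2 at 5 µM in the primary screen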;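 note: 0 = wells with 2.5 mM tranylcypromine and 1 = vehicle-only wells; values of inactives mirror those of a sister screen read the other way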
Target sequence (P33261 whole entry, looked up): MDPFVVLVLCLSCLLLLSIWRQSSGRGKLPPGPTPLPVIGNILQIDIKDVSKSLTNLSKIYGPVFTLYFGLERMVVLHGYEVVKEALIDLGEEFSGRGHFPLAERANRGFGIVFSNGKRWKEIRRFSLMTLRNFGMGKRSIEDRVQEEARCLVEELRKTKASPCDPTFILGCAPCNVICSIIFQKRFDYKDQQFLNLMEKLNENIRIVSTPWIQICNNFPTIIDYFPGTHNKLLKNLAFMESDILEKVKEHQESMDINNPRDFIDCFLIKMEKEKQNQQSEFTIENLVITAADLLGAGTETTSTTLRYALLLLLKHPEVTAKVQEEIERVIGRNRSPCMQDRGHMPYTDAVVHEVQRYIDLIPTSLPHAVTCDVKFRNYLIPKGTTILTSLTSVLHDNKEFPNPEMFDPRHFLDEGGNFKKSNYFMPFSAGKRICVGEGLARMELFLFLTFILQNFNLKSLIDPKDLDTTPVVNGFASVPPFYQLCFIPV
ERa coact inh: ERα–SRC-1 coactivator interaction inhibitors, primary screen, biochemical, TR-FRET, ERα LBD, estradiol-bound; AID 629, 2007; hit rate 1.7% among 86,000; Estrogen receptor (Homo sapiens), P03372; inhibition, % at 25.6 µM; TR-FRET ER-alpha LBD / SRC-1 peptide; in the data active = inhibition above about 50%;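 note: 0% = receptor plus peptide control and 100% = peptide only without receptor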
Target sequence (P03372 whole entry, looked up, the tested form may be a part): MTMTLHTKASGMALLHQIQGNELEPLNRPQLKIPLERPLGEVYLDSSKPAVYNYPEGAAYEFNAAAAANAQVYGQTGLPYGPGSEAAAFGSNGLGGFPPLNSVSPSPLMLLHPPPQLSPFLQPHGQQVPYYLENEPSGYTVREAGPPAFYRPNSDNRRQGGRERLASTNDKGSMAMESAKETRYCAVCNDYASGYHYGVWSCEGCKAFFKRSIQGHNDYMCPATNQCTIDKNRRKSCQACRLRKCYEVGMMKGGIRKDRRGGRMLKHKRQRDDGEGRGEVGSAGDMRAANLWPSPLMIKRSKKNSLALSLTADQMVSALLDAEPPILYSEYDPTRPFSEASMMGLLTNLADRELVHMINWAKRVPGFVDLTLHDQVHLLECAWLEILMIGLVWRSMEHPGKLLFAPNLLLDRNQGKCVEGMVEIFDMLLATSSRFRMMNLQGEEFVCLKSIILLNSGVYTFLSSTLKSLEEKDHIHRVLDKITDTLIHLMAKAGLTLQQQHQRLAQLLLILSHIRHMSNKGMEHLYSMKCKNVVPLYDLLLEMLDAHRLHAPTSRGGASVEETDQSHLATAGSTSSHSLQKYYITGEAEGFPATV
CYP2C19 inhib: blockers of cytochrome P450 2C19 activity – biochemical, luminescence, ADME assay, primary screen | CYP2C19 Supersomes, luciferin-H EGE luminescence, 30 min | hit rate 21% among 96,000 | inhibition, % at 5 µM | P33261;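 active = CYP2C19 inhibition above a set limit at 5 µM in the primary screen, cut at about 50% in these data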;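 note: plate controls were negative control wells for no effect and 2.5 mM tranylcypromine positive control for full effect; values of inactives mirror those of a sister screen read the other way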
CD11b adhes enh: enhancers of CD11b/CD18 adhesion to fibrinogen, primary screen, K562 cells, luminescence; hit rate 0.07% among 93,000; activation, % at 10 µM; ATPlite luminescence; AID 1499, 2009;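 active = 10 µM primary screen giving 50% or more activity, confirmed by 40% or more on retest at that dose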; note: strong numbers were not always called active
ERa coact pot: enhancers of ERα–SRC-1 coactivator binding, primary screen, biochemical, TR-FRET, ERα LBD, low estradiol; Estrogen receptor (Homo sapiens), P03372; TR-FRET ERalpha-LBD/SRC-Cy5 coactivator binding, 2 h; 100 = basal binding, no effect; coactivator binding (% of control), % at 25.6 µM; hit rate 1.3% among 86,000; AID 639, 2007; in the data active = activity above about 200%;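 note: binding measured in presence of low estradiol as agonist stimulus; 0% = peptide alone without receptor and 100% = receptor with peptide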
HUVEC inhibit: inhibitors of HUVEC proliferation, primary screen, cell-based, 384-well; CellTiter-Glo luminescence, 72 h; active compounds read low; viability, % at 10 µM (by protocol); hit rate 1.1% among 86,000;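 active = viability at or below 30%; inactive = viability above 30%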;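 note: 100% = median luminescence of DMSO-only cell control wells on each plate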
Mac1 fbg inh: inhibitors of CD11b/CD18 adhesion to fibrinogen, primary screen, K562 cells, luminescence | ATPlite luminescence; Mn2+ added to activate the integrin | inhibition, % at 10 µM | hit rate 0.54% among 93,000 | AID 1497, 2009;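 active = primary inhibition of 50% or more at 10 µM, then 40% or more on retest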; note: some results filed as inactive read as strong as hits
Active calls of the source: *; · = no result given; [ ] = dose if it differs, or a comment.

nr	smiles	H69AR inhibit	Lung fibro prol	CYP2C19 activ	ERa coact inh	CYP2C19 inhib	CD11b adhes enh	ERa coact pot	HUVEC inhibit	Mac1 fbg inh
1	CC(=O)c1ccc(OCCCC(=O)N2CCN(S(=O)(=O)c3cccs3)CC2)cc1	84	106	0.9	-10	15	4	104	88	-11
2	C/C(=C\C(=O)c1ccc(F)cc1)Nc1ccc(N2CCOCC2)cc1	93	103	1.1	-6[fluorescence artefact?]	-9	-1	102	97	-22
3	Brc1c(CSc2nnc(-c3ccco3)o2)nc2ccccn12	101	98	0.2	-8	78*	-2	97	111	0
4	CCOC(=O)C1CCCN(C(=O)Cc2c(F)cccc2Cl)C1 (stereo not drawn)	96	98	0.3	-8	67*	-2	98	97	5
5	COc1ccc(S(=O)(=O)N/N=C\c2ccc(OC)c(COc3ccc(C)cc3[N+](=O)[O-])c2)cc1	30*	74	·	18	·	·	97	72	·
6	COc1cccc(-n2ccnc2SCC(=O)Nc2ccccc2)c1	87	89	0.2	-9	80*	-5	104	104	-11
7	CC(=O)c1c(C)[nH]c(C(=O)OCCCCN2C(=O)c3ccccc3C2=O)c1C	88	90	0.6	2	40	-5	99	79	49
8	CN(C)CCCn1c(N)c(C#N)c2nc(C#N)c(C#N)nc21	75	77	1	25[fluorescence artefact?]	-2	-3	68	86	-48
9	O=C(NCCN1CCN(C(=O)C(c2ccccc2)c2ccccc2)CC1)C(=O)Nc1ccccc1	·	·	1	·	0	29	·	·	-17
10	CCc1ccc(C2CC(c3cccc(Cl)c3)n3nc(N)nc3N2)cc1 (stereo not drawn)	38*	103	1	1	0	2	95	97	-5
11	Cc1cc(=O)n(C)c(=O)n1CCCCCOc1cccc([N+](=O)[O-])c1	·	·	0.7	·	34	6	·	·	-4
12	Cc1ccc(/C=N/NC(=O)c2c[nH]c3ccccc23)o1	98	96	0.8	-5	24	-4	100	91	-8
13	O=C1[C@@H]2[C@H](Cc3ccc(O)cc3)N[C@]3(C(=O)Nc4ccccc43)[C@@H]2C(=O)N1c1ccc(F)cc1	112	96	0.7	-5	30	-2	101	99	-10
14	COc1cccc(CN(C(=O)Cc2c[nH]c3ccccc23)C(C(=O)NC2CCCCC2)c2cccs2)c1 (stereo not drawn)	·	·	0.1	·	94*	-4	·	·	1
15	Cc1cccc2cc(CN(Cc3cccs3)C3(c4nnnn4C4CCCC4)CCCC3)c(=O)[nH]c12	93	96	0.9	2[fluorescence artefact?]	12	-2	87	90	1
16	CN(CC(=O)N1CCN(c2ccccc2)CC1)S(=O)(=O)c1cnc[nH]1	101	105	0.1	3	92*	·	105	98	·
17	CCOC(=O)Cc1csc(NC(=O)c2csc(C)c2)n1	80	101	0.8	-6	20	0	112	100	0
18	CC(C)(C)NC(=O)C(c1ccncc1)N(C(=O)c1csnn1)c1ccccc1 (stereo not drawn)	·	·	0.8	·	16	1	·	·	17
19	O=P(O)(CCc1ccccc1)CN1CCCCC1	91	101	1.2	-2	-22	-3	123	99	6
20	O=C(c1cc2c(s1)-c1ccccc1OC2)N1CCCC1	86	115	0.6	-5	40	0	110	97	4
21	COc1ccc(OC)c(C2Nc3nc4ccccc4n3C(C)=C2C(=O)Nc2ccc(C)cc2C)c1 (stereo not drawn)	91	75	0.9	5	10	2	98	94	8
22	Cc1ccc(NC(=S)N/N=C/c2ccc(OCCC(C)C)cc2)c(C)c1	·	·	0.8	·	24	-2	·	·	6
23	COc1ccc(Nc2ncnc3c2oc2ccccc23)cc1	39*	98	0.5	-1	55*	1	105	91	-8
24	O=C(c1ccc(CS(=O)(=O)c2c(Cl)cccc2Cl)o1)N1CCN(c2ccccn2)CC1	85	99	0.1	-4	93*	1	93	97	15
25	O=C(OCc1c(F)cccc1Cl)c1cnccn1	121	99	0.9	-4	6	7	98	96	-24
26	COc1ccc2c(C)c(Cl)c(=O)oc2c1	74	109	0.7	-6	34	2	106	104	6
27	Cc1cc(NC(=O)c2cccc(S(=O)(=O)N3CC(c4ccccc4)CC3=O)c2)no1 (stereo not drawn)	87	97	0.9	6	11	0	84	36	1
28	Cn1c(Cn2c(=O)sc3ccccc32)nnc1SCC(=O)NCc1ccccc1	92	105	·	5[fluorescence artefact?]	·	·	107	97	·
29	O=C(NCC1CCCO1)C1CCCN1C(=O)NC1CCCCC1 (stereo not drawn)	·	·	1.1	·	-13	-2	·	·	-2
30	Cc1cc(C)c2nc(SCCc3ccccc3)nc(C)c2c1	101	102	0.7	1	31	0	99	102	-9
31	COc1ccc(OC)c(/C(O)=C/C(=O)C(=O)Nc2cc(C)cc(C)c2)c1	17*	92	0.7	-3	29	0	83	113	3
32	Cn1c(N2CCN(c3ccccn3)CC2)nc2c1c(=O)n(Cc1ccccc1Cl)c(=O)n2C	23*	92	·	-20	·	·	111	84	·
33	CN(C)CCCNCCCNC(=O)/C(=N\O)c1ccccn1	109	93	·	-2	·	·	107[fluorescence artefact?]	78	·
34	CC(C)NC(=O)c1cc2c(C(F)(F)F)nn(C)c2s1	·	·	1.1	·	-9	0	·	·	-10
35	Cc1onc(-c2c(Cl)cccc2Cl)c1C(=O)NC(C)(C)CO	114	93	1.1	-1	-13	1	92	105	6
36	Cc1cc(C)c(-c2cc(NC(=O)CSc3nncn3C)n(-c3ccccc3)n2)cc1C	82	89	1	4	5	12	106	94	10
37	COc1cc(OC)cc(-c2nc(-c3ccccc3)no2)c1	85	94	1.2	-15	-18	4	107	91	8
38	CN(C)Cc1cnc2ccc(Cl)cn12	·	·	1	·	-2	3	·	·	-2
39	CSc1nnc2c3ccccc3n(Cc3ccccc3)c2n1	49	72	0.9	9	10	6	129	46	-10
40	Cc1cc2ccc(C)c(C)c2nc1SCC(=O)c1cccs1	·	·	1.1	·	-9	0	·	·	8
41	CCCC(=O)Nc1ccc(Cl)c(NC(=O)c2cccnc2)c1	71	96	1	22[fluorescence artefact?]	5	0	116	92	3
42	Cc1noc(C(=O)Nc2ccccc2C(F)(F)F)c1Cl	99	101	1	-2	0	4	112	100	0
43	CO/N=C/C(=N\Nc1ccc(OC)cc1)C(=O)c1ccc(OC)cc1	24*	85	0.7	2	32	0	113	91	-33
44	COCCNC(=O)c1sc2ncn(CC(=O)N3CCCCC3)c(=O)c2c1C	·	·	1.2	·	-17	2	·	·	3
45	O=C(Cc1ccc(Cl)cc1)Nc1nc2ccccc2[nH]1	·	·	0.9	·	8	-5	·	·	5
46	COc1ccc(S(=O)(=O)N2CCCN(Cc3cccc(F)c3)CC2)cc1	82	90	0.4	-5	60*	·	114	91	·
47	CN(C)S(=O)(=O)c1ccc(C(=O)Nc2ccnn2C2CCCCC2)cc1	94	101	1	-6	-4	0	122[fluorescence artefact?]	106	4
48	CCOC(=O)C1CCCN(C(=O)COC(=O)C2=COCCO2)C1 (stereo not drawn)	98	99	0.8	1[fluorescence artefact?]	25	-3	125	93	-3
49	O=C(Oc1ccc(Br)cc1C(=S)N1CCCCC1)c1cc([N+](=O)[O-])cc([N+](=O)[O-])c1	81	98	0.4	5[fluorescence artefact?]	62*	-2	99	91	2
50	CCNC(=S)N1CCC(NC(=O)C2CCCCC2)CC1	102	99	0.9	0	8	·	88	109	·
51	O=C(O)CSc1nnnn1-c1ccccc1	101	106	0.9	-3	6	0	113	104	3
52	COC(=O)c1sccc1NC(=O)c1cc(OC)c(OC)c(OC)c1	91	101	0.9	12	5	·	76	83	·
53	CC(NC(=O)C(NC(=O)C1CCCN1C(=O)OC(C)(C)C)C(C)C)C(N)=O (stereo not drawn)	113	98	·	-8	·	·	101	100	·
54	Cc1ccc(O)c(C2=NCCNC(C(F)(F)F)=C2)c1	86	92	1	-5	4	-3	109	95	1
55	COc1ccc(OCCN2C(=O)NC(C)(c3ccc(C)cc3)C2=O)cc1 (stereo not drawn)	85	94	·	-8	·	·	112	91	·
56	C=CCn1c(COc2cccc3ccc(C)nc23)nnc1SCC(=O)OC	95	96	0.5	1	47	-3	88	103	5
57	CSc1ccc(C2C(C#N)=C(N)Oc3cc4c(cc32)OCO4)cc1 (stereo not drawn)	18*	63	0.9	20	8	-4	114[fluorescence artefact?]	59	-2
58	COC(=O)c1ccc(NC(=O)CN(c2ccc(C)cc2)S(=O)(=O)c2c(C)nn(C)c2C)cc1	90	105	0.9	-4	14	-3	97	103	-24
59	Cc1ccc(-n2nnc3ccccc3c2=O)cc1C	94	88	0.9	-4	14	1	103	88	-1
60	O=C(Nc1ccccc1)Nc1ccccn1	97	109	1	3	3	1	104	99	1
61	CCCCCNC(=O)c1c(N)n(/N=C/c2ccco2)c2nc3ccccc3nc12	83	110	·	48	·	·	134[fluorescence artefact?]	98	·
62	O=C(/C=C/c1ccc(Cl)cc1Cl)c1nc2ccccc2[nH]1	·	·	0.9	·	11	-4	·	·	29
63	O=C1CCC(=O)N1CCc1c[nH]c2ccccc12	102	111	1	-4	-2	-3	107[fluorescence artefact?]	101	-12

Among those listed so far, 9 have a thiophene ring, fused or not.
nr	smiles	H69AR inhibit	Lung fibro prol	CYP2C19 activ	ERa coact inh	CYP2C19 inhib	CD11b adhes enh	ERa coact pot	HUVEC inhibit	Mac1 fbg inh
1	CC(=O)c1ccc(OCCCC(=O)N2CCN(S(=O)(=O)c3cccs3)CC2)cc1	84	106	0.9	-10	15	4	104	88	-11
14	COc1cccc(CN(C(=O)Cc2c[nH]c3ccccc23)C(C(=O)NC2CCCCC2)c2cccs2)c1 (stereo not drawn)	·	·	0.1	·	94*	-4	·	·	1
15	Cc1cccc2cc(CN(Cc3cccs3)C3(c4nnnn4C4CCCC4)CCCC3)c(=O)[nH]c12	93	96	0.9	2[fluorescence artefact?]	12	-2	87	90	1
17	CCOC(=O)Cc1csc(NC(=O)c2csc(C)c2)n1	80	101	0.8	-6	20	0	112	100	0
20	O=C(c1cc2c(s1)-c1ccccc1OC2)N1CCCC1	86	115	0.6	-5	40	0	110	97	4
34	CC(C)NC(=O)c1cc2c(C(F)(F)F)nn(C)c2s1	·	·	1.1	·	-9	0	·	·	-10
40	Cc1cc2ccc(C)c(C)c2nc1SCC(=O)c1cccs1	·	·	1.1	·	-9	0	·	·	8
44	COCCNC(=O)c1sc2ncn(CC(=O)N3CCCCC3)c(=O)c2c1C	·	·	1.2	·	-17	2	·	·	3
52	COC(=O)c1sccc1NC(=O)c1cc(OC)c(OC)c(OC)c1	91	101	0.9	12	5	·	76	83	·

2 entries drawn at random from those above:
nr	smiles	H69AR inhibit	Lung fibro prol	CYP2C19 activ	ERa coact inh	CYP2C19 inhib	CD11b adhes enh	ERa coact pot	HUVEC inhibit	Mac1 fbg inh
57	CSc1ccc(C2C(C#N)=C(N)Oc3cc4c(cc32)OCO4)cc1 (stereo not drawn)	18*	63	0.9	20	8	-4	114[fluorescence artefact?]	59	-2
50	CCNC(=S)N1CCC(NC(=O)C2CCCCC2)CC1	102	99	0.9	0	8	·	88	109	·
